From PubChem
GSK3 alpha inh – blockers of GSK3A enzyme activity – biochemical, luminescence, cell-free homogeneous, HTS, primary screen. AID 2650, 2010. Glycogen synthase kinase-3 alpha (Homo sapiens), P49840. inhibition, % at 10 µM. 320,000 tested, 0.1% active. GSK-3 alpha kinase, ADP-Glo luminescence, 60 min;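 in the data active = inhibition above about 50%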;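 also: GST-tagged GSK-3 alpha with peptide substrate and 25 µM ATP; 0% = DMSO neutral wells and 100% = GW8510 positive control wells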
Target sequence (P49840 whole entry, looked up): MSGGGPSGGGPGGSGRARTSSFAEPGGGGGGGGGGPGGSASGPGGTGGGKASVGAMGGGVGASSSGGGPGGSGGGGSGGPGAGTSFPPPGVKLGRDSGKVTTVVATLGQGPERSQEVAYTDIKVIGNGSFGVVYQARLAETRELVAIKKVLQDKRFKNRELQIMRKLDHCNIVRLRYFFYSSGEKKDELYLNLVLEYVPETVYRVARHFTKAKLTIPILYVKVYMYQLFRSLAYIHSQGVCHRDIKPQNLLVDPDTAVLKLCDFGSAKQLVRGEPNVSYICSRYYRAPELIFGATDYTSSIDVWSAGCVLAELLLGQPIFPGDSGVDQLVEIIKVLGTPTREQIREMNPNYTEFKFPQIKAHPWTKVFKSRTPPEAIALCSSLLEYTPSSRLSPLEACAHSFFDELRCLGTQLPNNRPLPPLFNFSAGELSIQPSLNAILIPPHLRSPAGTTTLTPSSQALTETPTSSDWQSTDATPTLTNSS
IEC-6 tox – cytotoxicity in IEC-6 intestinal epithelial cells, primary screen, cytotoxicity control for KLF5 inhibitor project, cell-based, luminescence; IEC-6 cytotoxicity, luminescence viability; AID 1825, 2009; 290,000 tested, 0.78% active; inhibition, % at 5 µM; in the data active = inhibition above about 22%;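 also: 0% = plate median of test compound wells and 100% = cytotoxic reference compound wells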
HSF1 activator – HSF-1 activators, primary screen, NIH3T3-HGL cells, MG132 stress, luminescence, single point. NIH3T3-HGL HSF-1 luciferase reporter, 8 h; 100% = twice DMSO control signal. activation, % at 9 µM. 300,000 tested, 1.7% active. AID 504408, 2011;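 active = mean replicate activation of at least 50% with a set share of replicates each reaching 50%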;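 also: 0% = median of the neutral control wells and 100% = twice that signal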
HSP90 inh – HSP90 inhibitors, primary screen, cell lysate, luminescence. Rabbit reticulocyte lysate, luciferase refolding luminescence, 3 h. inhibition, % at 5.6 µM. 290,000 tested, 0.91% active;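 active = inhibition above the screen-wide mean plus 3 SD, computed separately per campaign, cut at about 16% in these data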;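 also: 0% = DMSO wells and 100% = 60 µM geldanamycin wells; inhibitors lower the luminescence because luciferase stays unfolded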
Dyrk1A ADPGlo – rat Dyrk1A kinase inhibitors, primary screen, biochemical, single point, plate reader; Dual specificity tyrosine-phosphorylation-regulated kinase 1A (Rattus norvegicus), Q63470; inhibition, % at 12.5 µM; 310,000 tested, 0.43% active; ADP-Glo luminescence, NFATc1 peptide; in the data active = inhibition above about 50%;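 also: plate controls were vehicle with enzyme for no effect and no enzyme for full effect; many of its hits are not listed in these tables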
Platelet DG rel – inhibitors of platelet dense granule secretion, primary screen, cell-based, MLPCN, human platelets. human platelet-rich plasma, SFLLRN dense granule ATP release, luminescence. inhibition, %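 (compounds screened at 7.5 µM in platelet-rich plasma)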. 300,000 tested, 0.22% active. AID 1663, 2009;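 active = mean replicate score, as percent of positive control, at or above 50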
KLF5 inh – KLF5 expression inhibitors, primary screen, DLD-1 cells, luminescence; 290,000 tested, 0.23% active; DLD-1 KLF5 promoter-luciferase reporter; AID 1700, 2009; inhibition, % at 5 µM;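 active = inhibition above a per-plate limit of that plate's mean compound inhibition plus 3 SD, cut at about 60% in these data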;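 also: 0% = DMSO wells and 100% = LY294002 at 200 µM; higher means less KLF5 promoter-driven luciferase light; inactives centre near -14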
aSyn UTR inh – MLPCN primary screen, SNCA 5' untranslated region; alpha-synuclein 5'UTR reporter, inhibitor activity; inhibition, % (tested at 7.5 µM); 300,000 tested, 0.82% active; in the data active = inhibition above about 60%;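 also: H4 neuroglioblastoma cells stably carrying SNCA 5'UTR luciferase fusion; 0% = DMSO wells and 100% = positive control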
GSK3beta inhib – human GSK3beta kinase inhibitors, primary screen, biochemical, cell-free homogeneous, HTS; Glycogen synthase kinase-3 beta (Homo sapiens), P49841; GST-GSK3beta kinase, ADP-Glo luminescence, 60 min; active compounds read low; activity score (negative = inhibition), % at 10 µM; 300,000 tested, 0.038% active;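 active = more than half of replicate wells score below -50%, meaning over 50% inhibition versus plate controls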;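 also: 0% = median DMSO wells and -100% = median GW8510 positive control wells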
Target sequence (P49841 whole entry, looked up): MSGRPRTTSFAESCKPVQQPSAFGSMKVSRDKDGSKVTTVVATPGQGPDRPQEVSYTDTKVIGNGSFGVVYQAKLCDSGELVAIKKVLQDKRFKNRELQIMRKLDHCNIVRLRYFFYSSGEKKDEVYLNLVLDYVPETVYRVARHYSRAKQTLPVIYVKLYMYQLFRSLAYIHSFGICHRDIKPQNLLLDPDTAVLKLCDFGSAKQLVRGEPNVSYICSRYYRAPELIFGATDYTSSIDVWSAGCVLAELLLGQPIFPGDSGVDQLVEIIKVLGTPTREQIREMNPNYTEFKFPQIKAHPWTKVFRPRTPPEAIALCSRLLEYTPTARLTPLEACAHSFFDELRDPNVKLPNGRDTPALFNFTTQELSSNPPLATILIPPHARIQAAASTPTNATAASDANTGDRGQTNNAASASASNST
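test system = GST-tagged human GSK3beta kinase, cell-free | reagent = 25 µM ATP with peptide substrate | dosing = one dose of 10 µM per compound | schedule = 60 min reaction, RT | detection = luminescent ADP-Glo measurement of ADP formed | control set = DMSO neutral wells and GW8510 at 20 µM as positive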
HSF1 inh – HSF1 inhibitors in luciferase reporter cells, primary screen, cell-based, NIH3T3, luminescence; activity change, negative = inhibition, % at 7.5 µM (by protocol); NIH3T3-HGL HSE-luciferase, MG132-induced, luminescence 8 h; active compounds read low; AID 2098, 2009; 300,000 tested, 0.77% active;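 active = more than half of replicate wells show activity change below -50%, luminescence cut by over half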;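 also: luciferase reports HSF-1 transcriptional activity via heat shock element; 0% = median of DMSO wells and -100% = zero luminescence signal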
Active calls of the source: *; nt = no result given. A portion of the library (hit frequency here may not be typical).

A first look (2 entries):
SMILES	GSK3 alpha inh	IEC-6 tox	HSF1 activator	HSP90 inh	Dyrk1A ADPGlo	Platelet DG rel	KLF5 inh	aSyn UTR inh	GSK3beta inhib	HSF1 inh
COc1ccc(/C=C/C(=O)Nc2ccc(N3CCOCC3)cc2)cc1	0	2	-3	0	-1	8	-20	43	6	1
COCCn1c(SCC(=O)NCC2CCCO2)nc2c(c1=O)SC(C)C2 (centres undefined)	-3	-4	-22	-7	-2	-3	-4	0	-3	-8

Main list, previewed entries included:
SMILES	GSK3 alpha inh	IEC-6 tox	HSF1 activator	HSP90 inh	Dyrk1A ADPGlo	Platelet DG rel	KLF5 inh	aSyn UTR inh	GSK3beta inhib	HSF1 inh
COc1ccc(/C=C/C(=O)Nc2ccc(N3CCOCC3)cc2)cc1	0	2	-3	0	-1	8	-20	43	6	1
COCCn1c(SCC(=O)NCC2CCCO2)nc2c(c1=O)SC(C)C2 (centres undefined)	-3	-4	-22	-7	-2	-3	-4	0	-3	-8
Nc1n[nH]c(C2CC2)c1N=Nc1ccc(Cl)cc1	-3	10	1	-1	nt	-2	-9	-9	-1	-6
CCOC(=O)C1=C(C)Nc2ncnn2C1c1ccc2c(c1)OCO2 (centres undefined)	7	8	51*	1	-3	-7	15	25	-2	32
CCn1c(=S)sc2c(=O)n(CC(=O)Nc3cc(OC)ccc3OC)c(C)nc21	-1	0	19	-3	-6	15	-12	9	2	4
O=c1c2cnn(-c3ccccc3)c2nc(-c2ccco2)n1-c1ccccc1	-2	4	nt	4	-5	-6	-39	-59	1	nt
CC(=O)c1ccc(OCCCC(=O)Nc2cccc(-c3nn[nH]n3)c2)cc1	9	-2	6	0	46	2	-17	21	-1	-1
CCN1CCCC1CNC(=O)CCc1nc(-c2ccc(C)cc2)no1 (centres undefined)	0	-2	nt	1	-6	nt	-20	nt	1	nt
O=C(NC1CC1)c1ccc(NS(=O)(=O)c2ccc(F)cc2)cc1	2	nt	1	nt	3	-4	nt	0	1	3
Cc1ccc(N=Cc2c(O)cc(C)oc2=O)c(C)c1	-5	5	13	3	1	5	-20	-13	-2	8
O=C(CCN1C(=O)C2CC=C(Cl)CC2C1=O)Nc1ccccc1O (centres undefined)	-2	-1	26	-1	4	1	-25	-6	1	2
Cc1cccn2c(CN(C)CC3Cc4ccccc4O3)c(C(=O)N3CCCCC3)nc12 (centres undefined)	nt	4	0	2	nt	1	8	-1	3	1
COc1ccc(S(=O)(=O)N2CCCCC2)cc1NC(=O)CN(C)C1CCCCC1	-1	4	-5	5	nt	1	-21	21	2	0
CCc1ccc(/C=C/c2c([N+](=O)[O-])c(=O)n(C)c(=O)n2C)cc1	8	2	42	9	0	-8	-16	-62	8	20
C=CCn1c(O)c(N=NC(=O)c2ccccc2NS(=O)(=O)c2cccs2)c2ccccc21	-2	-3	-7	0	2	-5	-58	18	1	0
O=C(COC(=O)c1cccc(S(=O)(=O)N2CCOCC2)c1)Nc1ncc(C(F)(F)F)cc1Cl	1	-6	7	-6	-12	23	-15	-10	4	-6
COc1ccccc1NC(=O)C1CCCN(S(=O)(=O)c2ccc(-n3cnnn3)cc2)C1 (centres undefined)	1	5	-1	-1	-5	-13	-14	17	3	3
Fc1ccc(/C=N/n2c(COc3ccccc3)n[nH]c2=S)cc1	-2	2	-11	-2	-3	-3	-41	18	0	-11
COC(=O)COc1ccc2c(=O)c(-c3ccccc3)coc2c1	-2	-6	4	-4	-2	11	1	-12	-1	-6
CCSc1ccc(-c2cccc([N+](=O)[O-])c2)nn1	0	1	24	1	2	0	-43	-89	-5	17
O=S(=O)(c1ccc(Cl)cc1)N1CCC(n2cccc2)CC1	4	0	19	-2	-23	0	-19	23	-2	-7
O=C(OCCN1C(=O)c2ccccc2C1=O)c1cnccn1	-3	-4	7	4	-6	0	-18	21	-1	1
CCOC(=O)CC(NC(=O)c1cc2cc(Br)ccc2oc1=O)c1cccc([N+](=O)[O-])c1 (centres undefined)	nt	1	7	0	-8	-6	34	17	-24	2
CC(=O)Nc1ccc(S(=O)(=O)NCCS(=O)(=O)N2CCN(c3ccccc3)CC2)cc1	-1	-6	1	-1	2	5	-19	8	3	-1
Cc1ccc(NC2CCCN(C(=O)c3c(C)noc3C)C2)cc1C (centres undefined)	-2	6	3	2	2	2	4	1	0	-10
CC(C)(C)c1ccc(C(=O)N2CCN(c3nc4ccccc4o3)CC2)cc1	2	0	-15	2	-4	2	-20	16	-2	-3
CN(C)c1ccc(NC(N)=S)cc1	-3	-2	-4	-1	-2	-1	-6	-41	-3	-9
CSc1ccccc1NC(=O)CCn1c(=O)oc2ccccc21	0	-4	6	1	6	2	-4	-15	-2	6
O=C(O)CCNC(=O)c1ccc(NC(=O)C(c2ccccc2)c2ccccc2)cc1	-4	0	-4	1	-2	-4	-41	-10	4	-7
CC(C)CN1C(=O)c2ccc(C(=O)Nc3c[nH]c(=O)[nH]c3=O)cc2C1=O	-2	-2	-2	2	-5	10	-33	13	2	-7
O=C1CCc2cc(S(=O)(=O)N3CCC(C(=O)NC4CCCc5ccccc54)CC3)ccc2N1 (centres undefined)	1	1	0	1	-10	9	-21	-4	2	-2
NC(=O)c1ccsc1NC(=O)COC(=O)Cc1cccc2ccccc12	nt	9	-1	8	2	-2	-5	0	-3	-4
COc1cccc(C(=O)/C=C/c2ccc(OCC#N)c(OC)c2)c1	nt	-3	7	-5	5	-8	1	-121	2	24
CCc1ccc(NC(=O)CC2S/C(=N/N=C3CCCCCC3)NC2=O)cc1 (centres undefined)	nt	-11	5	-1	7	-6	5	-5	1	-1
Cc1cccc(C)c1NC(=S)NCc1ccccc1	-1	-5	-4	2	-7	-21	1	12	0	8
Cc1cc(C)n(CC(O)COc2cccc(OCC(O)Cn3nc(C)cc3C)c2)n1 (centres undefined)	-1	-2	-1	2	-11	16	-4	-2	0	7
Cc1cc(C)n(C(=O)c2c([N+](=O)[O-])cnn2C)n1	1	-1	5	72*	4	-4	-50	2	1	-5
Cc1cccc(-n2c(C)nc3sccc3c2=O)c1	-1	0	-2	4	-1	17	3	22	1	-3
CCN(CCO)C(=O)c1ccc2nc(Cc3cccc(Cl)c3)oc2c1	-2	6	7	2	-4	0	-18	5	1	9
CN(CC(=O)O/N=C(\N)c1ccc([N+](=O)[O-])cc1)S(=O)(=O)c1ccc2ccccc2c1	-2	-5	6	0	8	-2	-24	-25	0	4

Quoted from above for reference:
SMILES	GSK3 alpha inh	IEC-6 tox	HSF1 activator	HSP90 inh	Dyrk1A ADPGlo	Platelet DG rel	KLF5 inh	aSyn UTR inh	GSK3beta inhib	HSF1 inh
COc1ccc(/C=C/C(=O)Nc2ccc(N3CCOCC3)cc2)cc1	0	2	-3	0	-1	8	-20	43	6	1
COCCn1c(SCC(=O)NCC2CCCO2)nc2c(c1=O)SC(C)C2 (centres undefined)	-3	-4	-22	-7	-2	-3	-4	0	-3	-8

The list continues:
SMILES	GSK3 alpha inh	IEC-6 tox	HSF1 activator	HSP90 inh	Dyrk1A ADPGlo	Platelet DG rel	KLF5 inh	aSyn UTR inh	GSK3beta inhib	HSF1 inh
O=C(C(=O)N1CCN(c2cccc(Cl)c2)CC1)c1cn(CC(=O)N2CCOCC2)c2ccccc12	4	0	10	-3	-3	6	-4	-3	3	12
COc1ccc(NS(=O)(=O)c2ccc(NC(=S)NC(=O)c3ccc(F)cc3)cc2)nn1	-2	-3	3	-4	7	-5	-51	4	-2	-2
COc1ccc(N(C)C(=O)c2ccc(NC(=O)CCS(=O)(=O)c3cccs3)cc2)cc1	-1	-4	17	4	0	-2	-48	3	-1	-5
NC(=O)c1ccc(=O)n(Cc2ccc(Cl)cc2Cl)c1	-1	2	-13	-2	-1	11	1	3	-5	1
O=c1cc(N2CCc3ccccc32)[nH]c(=O)n1Cc1ccc(F)cc1	-1	0	-8	1	-1	11	14	-4	2	-1
CC1CCc2sc3ncnc(N4CCN(CCO)CC4)c3c2C1 (centres undefined)	-1	-11	5	-3	-8	10	-42	12	1	0
CC1CCCC(C)N1C(=O)CN1C(=O)C(C)(C)Oc2ccc(C(=O)NC3CCCCC3)cc21 (centres undefined)	1	4	7	2	2	-1	-30	-21	0	-7
Cc1ncc([N+](=O)[O-])n1CC(=O)NCc1ccccc1	0	-4	13	-2	6	7	-5	26	0	-1
COc1ccccc1C(CC(=O)c1ccccc1)CC(=O)c1ccccc1	0	-5	-3	-2	-2	1	-18	-15	0	4
COc1ccc(N2CCN(C3CCCN(Cc4ccc(F)cc4Cl)C3)CC2)cc1 (centres undefined)	-3	2	28	1	1	10	-21	19	1	4
C/C(=N\NC(=O)CC1N=C(Cc2ccccc2)NNC1=O)c1ccccc1 (centres undefined)	0	1	5	0	-6	3	7	-1	0	-8
CCCn1[nH]cc(SC)c(=O)c1=O	-7	1	3	1	-1	-5	-25	5	0	-6

Compound profiles, as listed above. Order of values: GSK3 alpha inh | IEC-6 tox | HSF1 activator | HSP90 inh | Dyrk1A ADPGlo | Platelet DG rel | KLF5 inh | aSyn UTR inh | GSK3beta inhib | HSF1 inh
COC(=O)COc1ccc2c(=O)c(-c3ccccc3)coc2c1 in the list: -2 | -6 | 4 | -4 | -2 | 11 | 1 | -12 | -1 | -6
CCc1ccc(/C=C/c2c([N+](=O)[O-])c(=O)n(C)c(=O)n2C)cc1 in the list: 8 | 2 | 42 | 9 | 0 | -8 | -16 | -62 | 8 | 20

Among those listed so far, 4 contain an aryl thioether with sulfur outside any ring.
SMILES	GSK3 alpha inh	IEC-6 tox	HSF1 activator	HSP90 inh	Dyrk1A ADPGlo	Platelet DG rel	KLF5 inh	aSyn UTR inh	GSK3beta inhib	HSF1 inh
COCCn1c(SCC(=O)NCC2CCCO2)nc2c(c1=O)SC(C)C2 (centres undefined)	-3	-4	-22	-7	-2	-3	-4	0	-3	-8
CCSc1ccc(-c2cccc([N+](=O)[O-])c2)nn1	0	1	24	1	2	0	-43	-89	-5	17
CSc1ccccc1NC(=O)CCn1c(=O)oc2ccccc21	0	-4	6	1	6	2	-4	-15	-2	6
CCCn1[nH]cc(SC)c(=O)c1=O	-7	1	3	1	-1	-5	-25	5	0	-6
